# D2 potentiator: positively modulates the human D2 dopamine receptor allosterically | hit rate 0.34% among 340,000 | potentiation, % at 10 µM | HEK293 T-REx D2, calcium flux, EC20 dopamine potentiation | P14416;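 active = potentiation over 3 SD above the plate norm, cut at about 30% in these data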; note: 0% is about no effect
# Target sequence (P14416 whole entry, looked up): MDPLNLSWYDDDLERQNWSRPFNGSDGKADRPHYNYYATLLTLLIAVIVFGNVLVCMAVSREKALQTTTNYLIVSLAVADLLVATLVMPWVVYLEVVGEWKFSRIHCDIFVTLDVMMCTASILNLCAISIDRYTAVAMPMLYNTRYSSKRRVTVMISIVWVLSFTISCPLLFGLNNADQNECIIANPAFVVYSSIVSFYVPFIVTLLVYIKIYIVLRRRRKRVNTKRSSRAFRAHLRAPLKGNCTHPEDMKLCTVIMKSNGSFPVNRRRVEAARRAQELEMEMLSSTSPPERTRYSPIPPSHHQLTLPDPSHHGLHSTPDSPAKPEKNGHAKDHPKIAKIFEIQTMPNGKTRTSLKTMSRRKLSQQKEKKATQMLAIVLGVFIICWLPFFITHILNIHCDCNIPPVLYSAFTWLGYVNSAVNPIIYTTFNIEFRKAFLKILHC
#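 Tetracycline-induced Hek293 Trex D2 cells, force-coupled to calcium, loaded with no-wash calcium dye. Compound added with 180 s kinetic read for agonism, then EC20 dopamine and a further 180 s read for potentiation.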
# D1 PAM: enhances dopamine response at the human D1 receptor; potentiation, % at 10 µM; P21728; hit rate 0.036% among 360,000; HEK293 TREx D1 cells, calcium flux, dopamine EC20 potentiation; AID 504651; in the data active = potentiation above about 30%; note: 0% is about no effect
# Vif-A3G inh: blocks the Vif interaction with human APOBEC3G; Q9HC16; HeLa A3G-eYFP + Vif (tagged APOBEC3G with the HIV-1 protein that degrades it), YFP fluorescence, overnight; Potency, µM (highest dose often 46.1 µM), without a hit: at the top dose activity, negative = active, actives largely listed as inhibitors; hit rate 0.076% among 410,000; AID 602310;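 note: potency is the fitted concentration of half-maximal effect; % is set by controls: 0 for no effect and ±100 for the full control effect; nearly all actives have a fitted effect of over 60% in size; hits raise eYFP signal because A3G escapes Vif-driven loss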
# Target sequence (Q9HC16 whole entry, looked up): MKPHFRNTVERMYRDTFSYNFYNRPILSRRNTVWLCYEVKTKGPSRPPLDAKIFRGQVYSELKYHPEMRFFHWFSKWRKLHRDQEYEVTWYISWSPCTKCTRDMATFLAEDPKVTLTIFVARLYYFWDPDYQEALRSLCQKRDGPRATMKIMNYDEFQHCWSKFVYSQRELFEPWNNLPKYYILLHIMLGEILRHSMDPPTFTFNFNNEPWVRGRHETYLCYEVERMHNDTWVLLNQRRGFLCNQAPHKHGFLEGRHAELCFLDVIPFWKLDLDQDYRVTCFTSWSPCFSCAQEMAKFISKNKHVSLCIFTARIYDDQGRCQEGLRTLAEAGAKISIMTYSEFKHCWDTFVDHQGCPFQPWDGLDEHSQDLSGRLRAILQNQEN
#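 Read-out is eYFP fluorescence (Ex 488/Em 500-530) from Vif-expressing HeLa A3G-eYFP cells; more signal means A3G escaped Vif-mediated degradation. Cells plated overnight, compound pinned in, incubated overnight at 37 deg C.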
# D1 antagonist: antagonists of human D1 dopamine receptor | P21728 | HEK293 TREx D1 cells, calcium flux, dopamine EC80; active compounds read low | activity change, negative = inhibition, % at 10 µM | hit rate 3.2% among 360,000 | AID 504652; in the data active = activity change below about -30%; note: % is set by controls: 0 for no effect and ±100 for the full control effect
#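 HEK293 T-REx cells expressing inducible, force-coupled D1 receptor; no-wash Ca dye, 30–90 min RT. Cmpd → 180 s read at 1 Hz → EC80 DA → 180 s read.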
# Glioma ERSR ind: inducers of ER stress response in human glioma cells; hit rate 0.02% among 420,000; AID 602332; Potency, µM, without a hit: top-dose activation, actives largely listed as activators; U87-MG GRP78 promoter luciferase reporter, 16 h; note: potency is the fitted concentration of half-maximal effect; series mostly up to about 76 µM; % of control where 0% means no effect; nearly all actives have a fitted effect of over 35% in size
#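 Stably transfected U87-MG human glioma cells carrying a GRP78-based luminescent sensor were seeded at 1000 cells/well, pin-dosed with compounds and incubated 16 h. Luciferase reagent was then added, and end-point luminescence was read after 10 min at room temperature.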
# Vif-APOBEC3F blk: blocks the Vif interaction with APOBEC3F | HeLa A3F-eYFP + Vif (tagged APOBEC3F with the HIV-1 protein that degrades it), YFP fluorescence increase | Potency, µM (series often up to 46.1 µM), for the others: top-dose activity, negative = active | hit rate 0.2% among 390,000 | AID 602313; note: potency is the fitted concentration of half-maximal effect; % of control where 0% means no effect; nearly all actives have a fitted effect of over 65% in size
#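 HeLa cells stably expressing A3F-eYFP plus Vif, plated and incubated overnight at 37 deg C, then exposed to compounds overnight at 37 deg C. Blocked degradation read as raised yellow fluorescence (Ex 488/Em 500-530).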
# LDHA block: inhibitors of human lactate dehydrogenase A; P00338; purified LDHA, NADH/diaphorase-resazurin fluorescence; active compounds read low; activity change, % (values are at about 110 or 230 µM); hit rate 0.15% among 480,000; AID 1347041; in the data active = activity change below about -30%;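 note: plate controls were DMSO wells for no effect and wells without enzyme for full effect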
#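 Human LDH5 at 2 nM final in Tris HCl pH 7.4 with 0.06 mM NADH and 0.2 mM pyruvate, reacted 5 minutes at room temperature. Remaining NADH coupled via diaphorase/resazurin; resorufin fluorescence read at 0 and 20 minutes, normalized to enzyme-free and DMSO wells.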
# RXFP1 agonist: activates the human relaxin receptor RXFP1; HEK293T-RXFP1 cAMP TR-FRET, 30 min; response scale: percent of porcine relaxin response, buffer zero; hit rate 0.3% among 370,000; Potency, µM (series often up to 57.5 µM), without a hit: top-dose activation, most hits filed as activators; Q9HBX9; note: potency is the fitted concentration of half-maximal effect; % is set by controls: 0 for no effect and ±100 for the full control effect; nearly all actives have a fitted effect of over 60% in size; many of its hits are not listed in these tables
#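 HEK293 cells stably expressing RXFP1, treated 30 min at 37C with compounds plus PDE4 inhibitor Ro 20174; cAMP measured by HTRF TR-FRET. Normalized to buffer and 29 nM porcine relaxin; EC50 by Hill fit.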
# D1 agonist: agonists of human D1 dopamine receptor. P21728. HEK293 T-REx D1 cells, calcium flux, agonist mode. activation, % at 2 µM. hit rate 1% among 360,000; in the data active = activation above about 30%; note: 0% is about no effect
#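 Agonism was scored from calcium flux recorded over 180 s (1 read/s) after pintool compound addition, following a 10-cycle baseline. Cells were inducible force-coupled HEK293 TREx D1, plated overnight at 30 C and loaded with no-wash calcium dye.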
# Active calls of the source: *; . = not tested or not shown; & = joins results of further samples. Unless noted, calls come from the whole dose curve; as a rule, active = well fitted curve in the direction sought with a large enough effect; inconclusive = small, poorly fitted or top-dose-only effect, or another doubt; inactive = no such curve, though single readings can be large; an effect the other way counts as inactive or inconclusive.
SMILES,D2 potentiator,D1 PAM,Vif-A3G inh,D1 antagonist,Glioma ERSR ind,Vif-APOBEC3F blk,LDHA block,RXFP1 agonist,D1 agonist
COc1ccc(C(=O)Oc2ccc(/C=N/O)cc2)cc1,12,-3,-2%,-35*,1%,-5%,0,0.9%,3
C=CCNc1ncnc2sc(SC)nc12,5,4,-4%,13,1%,2%,-2,17%,1
CCOc1oc(-c2ccc(OC)cc2)nc1C(F)(F)F,13,0,3%,-1,-3%,-18%,-7,0.7%,-1
Nc1ccccc1C(=O)NC12CC3CC(CC(C3)C1)C2,17,-5,1%,15,-2%,-1%,-9,-1.9%,-3
COc1cc(=O)[nH]c(SCC(=O)Nc2nc3c(s2)CCCC3)n1,.,13,0%,-11,-2%,-5%,3,0.5%,0
N/C(=N/O)C(c1ccccc1)c1ccccc1,-2,1,0%,-44*,2%,-10%,0,-0.4%,4
Cc1ccccc1Nc1ncnc2c1cnn2C,0&-5,-2&1,-1%&0%,1&-14,-1%&0%,-1%&10%,-5&-1,26%&30%,4&10
Cc1cnc(N2C(=O)c3ccc([N+](=O)[O-])cc3C2=O)s1,-7,-5,0%,-5,-4%,-18%,-1,1.7%,2
COc1ccc(OC)c(N(CC(=O)NCc2cccnc2)S(C)(=O)=O)c1,3,4,1%,-5,-1%,0%,-5,-0.7%,4
Cc1ccc(C(=O)NCC(=O)OCC(=O)Nc2ccc(Cl)cn2)cc1,10,-4,3%,-1,-3%,2%,-1,-0.5%,-1
COc1ccccc1NC(=O)CSc1oc(-c2cccs2)nc1S(=O)(=O)c1ccccc1,-11,1,1%,-16,-1%,-5%,-2,-0.6%,5
O=C(Cc1ccc(F)cc1)N/N=C/c1ccccn1,-5,-10,-2%,-26,6%,-3%,-2,2.0%,1
CN(C(=O)c1cc2c(s1)-c1ccccc1S(=O)(=O)C2)c1ccccc1F,-4,-3,-2%,-15,0%,-24%,4,0.7%,3
CCOC(=O)Cc1[nH]nc2c1C(c1cccc(OC)c1OC)C(C#N)=C(N)O2 (centres undefined),-3,2,2%,3,-3%,4%,-5,1.1%,3
O=C(O)C1C2C=CC(C2)C1C(=O)N1CCN(C/C=C/c2ccccc2)CC1 (centres undefined),-4,-3,2%,-7,-2%,-10%,-4,0.1%,8
Cc1ccc([N+](=O)[O-])cc1S(=O)(=O)Nc1cccc(-c2ccc(N3CCCC3)nn2)c1,5,-2,-1%,9,4%,-6%,0,-1.4%,4
O=C(COc1coc(CN2CCCc3ccccc32)cc1=O)Nc1ccccc1,7,-6,-4%,15,-5%,-28%,1,-1.0%,9
Cc1ccccc1-c1ccc(C(=O)Nc2cccc(F)c2)o1,-2,-3,4%,-15,-2%,-4%,1,0.0%,0
CC(C)(C)c1cc(NC(=O)CCSc2nnc3ccccn23)cc(C(C)(C)C)c1,.,.,-6%,.,-3%,-4%,-9,.,.
O=S(=O)(Nc1ccc2c(c1)nc1n2CCN(Cc2ccccc2)C1)c1ccc(Cl)cc1,-1,-4,-2%,-11,2%,-12%,0,0.6%,2
CCC/C=C(\CCC)C(NS(=O)(=O)c1ccc(C(F)(F)F)cc1)c1ccccc1 (centres undefined),13,-6,.,5,.,.,.,-0.7%,12
O=C(OCC(=O)N1CCCc2ccccc21)c1cc(Cl)ccc1O,-6,-4,2%,-11,-2%,-1%,-5,-5.7%,2
C/C(=N\Nc1ncc(Cl)cc1Cl)c1ccc(OC(F)F)cc1,5,-3,-3%,6,2%,1%,-2,1.8%,7
CC1CCN(c2nc3ccc(C(=O)NCc4ccccc4)cc3s2)CC1,2,-2,1%,0,-2%,8%,-8,0.1%,0
O=C(NCCN1CCOCC1)c1ccc(CS(=O)(=O)c2ccc(Cl)cc2)o1,1,6,4%,-2,-2%,2%,-9,0.8%,3
COC(=O)CNC(=O)c1cc(-c2ccncc2)nc2ccc(C)cc12,-10,9,4%,10,2%,3%,-1,-0.1%,1
CC1(C)C[C@H](O)[C@]2(CO)CC[C@]3(C)C(=CCC4[C@@]5(C)CC[C@H](O)C(C)(C)C5CC[C@]43C)[C@@H]2C1 (some centres undefined),5,7,2%,19,-3%,-1%,1,0.8%,4
COc1cc(C(=O)OCCNC(=O)c2ccncc2)cc(OC)c1OC,19,-5,0%,-39*,-5%,2%,-1,-0.7%,1
O=C(NCc1ccccn1)[C@H]1C[C@@H]1[C@H](NP(=O)(c1ccccc1)c1ccccc1)c1ccccc1,6,2,1%,29,-2%,0%,-5,0.6%,-4
O=C(NNS(=O)(=O)c1ccc(Cl)cc1)c1cc(-c2ccccc2)nc2ccccc12,.,-2,1%,6,2%,-4%,-5,0.8%,0
CCOc1ccc(S(=O)(=O)NCCC(=O)N(C)CC(=O)Nc2ccc(N3CCOCC3)cc2)cc1,-11,-6,1%,-5,-1%,10%,2,2.0%,1
Cc1ccc(N(CC(=O)Nc2ccccc2C(=O)N2CCOCC2)S(C)(=O)=O)cc1,0,-2,0%,-10,-2%,.,-5,0.7%,3
CN1CCc2nc(SCC(=O)Nc3ccc(Cl)cc3)c(C#N)cc2C1,.,.,-3%,.,5%,-15%,1,.,.
COc1ccc(C(CNC(=O)c2cc3ccccc3o2)N2CCCCC2)cc1 (centres undefined),-20,-3,-1%,-22,-8%,-1%,-5,-1.5%,3
Cc1nc2ccc(Oc3ccccc3)cc2s1,5,-3,2%,1,2%,-5%,-11,-1.3%,7
O=C(CCNS(=O)(=O)c1ccccc1)OCc1ccc([N+](=O)[O-])cc1,.,.,-3%,.,-3%,-4%,0,.,.
Cc1ccc(/C=C/C(=O)OCC(=O)Nc2cccnc2Cl)o1,.,.,1%,.,-3%,-5%,-6,.,.
COc1ccc(CCNC(=O)CCc2nnc(Cc3ccc4c(c3)OCO4)o2)cc1,-4,13,-1%,10,-4%,-3%,-7,0.2%,0
COc1ccc(/C=C/C(=O)NCCCc2ccccc2)cc1OC,5,0,1%,0,-4%,2%,-3,1.9%,0
COc1ccccc1C(=O)NC1(C(F)(F)F)C(=O)Nc2c1c(=O)[nH]c(=O)n2-c1ccc(F)cc1 (centres undefined),2,-1,3%,11,-5%,7%,15,-1.4%,-1
CCOC(=O)c1cnc2c(C(=O)OC)cccc2c1NCCN1CCOCC1,-3,0,-1%,17,-2%,0%,4,0.2%,0
COc1ccc(-c2ccc(N)[n+](CCCC(=O)O)n2)cc1,.,.,1%,.,0%&-1%&-3%,1%,-4,.,.
Cc1ccc(S(=O)(=O)N2CCN(C(=O)c3n[nH]c(=O)c4ccccc34)CC2)cc1,6,-9,1%,3,-3%,-8%,1,0.4%,1
CC1CCN(c2ccccc2NC(=O)c2ccc(C#N)cc2F)CC1,3,5,-6%,4,2%,-21%,-20,1.6%,4
CN1C(=O)c2ccccc2Sc2ccc(NC(=O)c3ccc(C(F)(F)F)cc3)cc21,5,-3,6%,2,1%,-8%,-2,0.7%,4

# Compounds listed so far containing a thiophene ring, fused or not, in the order listed:
SMILES,D2 potentiator,D1 PAM,Vif-A3G inh,D1 antagonist,Glioma ERSR ind,Vif-APOBEC3F blk,LDHA block,RXFP1 agonist,D1 agonist
COc1ccccc1NC(=O)CSc1oc(-c2cccs2)nc1S(=O)(=O)c1ccccc1,-11,1,1%,-16,-1%,-5%,-2,-0.6%,5
CN(C(=O)c1cc2c(s1)-c1ccccc1S(=O)(=O)C2)c1ccccc1F,-4,-3,-2%,-15,0%,-24%,4,0.7%,3

# Continuation:
SMILES,D2 potentiator,D1 PAM,Vif-A3G inh,D1 antagonist,Glioma ERSR ind,Vif-APOBEC3F blk,LDHA block,RXFP1 agonist,D1 agonist
CC1CCc2nn(CC(=O)NCCN3CCOCC3)cc2C1 (centres undefined),-11,-2,-9%,-6,-1%,-1%,-1,2.2%,-2
CC(=O)Nc1ccc(NC(=O)CSc2nc3ccccc3nc2N2CCC(C)CC2)cc1,11&9,4&3,0%&-1%,-10&-2,-3%&-1%,6%&0%,-5&0,6.6%&27%,0&0
c1ccc(-c2nc(-c3ccccn3)nc(-c3ccccn3)n2)nc1,0,2,-1%,17,-5%,7%,1,1.8%,0
Cc1ccc(-c2nnc(OCc3cccnc3)c3ccccc23)cc1,-9,-6,1%,-27,-2%,-9%,-6,0.6%,1
COc1ccc(CNC(=O)CSc2ncn[nH]2)cc1,-6,1,0%,14,1%,-23%,-5,-0.4%,0
Cc1onc(-c2ccccc2Cl)c1C(=O)Nc1nnc(-c2ccc(F)cc2)s1,3,1,1%,4,-1%,4%,-2,10%,1
CCC(=O)Nc1c2c(nn1-c1ccc(OC)cc1)CS(=O)C2 (centres undefined),5,.,1%,-15,-3%,1%,2,1.2%,2
Cn1c(CC(=O)NNC(=O)c2ccccc2[N+](=O)[O-])nc2ccccc21,-10,-2,-1%,2,-1%,2%,-6,0.4%,1
CCc1ccccc1N(C)C(=O)c1cn(CC(C)C)c(=O)c2cc(OC)c(OC)cc12,-5,0,2%,0,-2%,6%,3,2.8%,3
CCC(C)(C)NC(=O)CN(C(=O)CCC(=O)Nc1ccccn1)c1ccc(F)c(Cl)c1,0,3,-9%,-3,-1%,6%,1,-0.9%,5
CCOc1ccc(C2C(=O)N(C3CCCCC3)CC(=O)N2CCC2=CCCCC2)cc1OC (centres undefined),-6,-1,0%,39,-2%,2%,3,2.1%,-4
Cc1ccc(NC(=O)CN2C(=O)CC(c3ccc(C)c(C)c3)=Nc3ccccc32)cc1,0,-4,-5%,0,0%,-1%,-14,-2.7%,2
CN1C(=O)/C(=C/c2cc(C(C)(C)C)c(O)c(C(C)(C)C)c2)NC1=S,2,14,0%,-2,-4%,1%,1,-0.2%,-3
CN(C)c1ccc(C(CNS(=O)(=O)c2ccc(F)cc2)N2CCc3ccccc32)cc1 (centres undefined),11,1,-1%,-9,-5%,1%,3,-0.6%,3
O=C1CN(C(=O)NCC(=O)N[C@H](C(=O)O)c2ccccc2)c2ccccc2N1,1,-3,-5%,1,-1%,-2%,0,-0.7%,0
COc1cccc(NC(=O)CN(C)C(=O)COc2ccc3ccccc3c2)c1,-4,10,-6%,-2,0%,-17%,0,-0.6%,0

# These rows are one share of the data; count on the stated rates, not on these rows.
